Screens as filed in PubChem BioAssay.
XBP1 UPR activ: activators of adaptive arm of unfolded protein response (XBP1); CHO-XBP1 luciferase reporter, IRE1-XBP1 UPR activation, luminescence; percent of tunicamycin response, DMSO as zero; activation, % at 20 µM; 0.33% of 330,000 active;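 active = versus positive control, 20 µM dose yields 30% or more activation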;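 also: 100% = tunicamycin at 10 µg/mL and 0% = DMSO only wells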
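Material – CHO cell line with stable XBP1 luciferase reporter · Buffer or medium – F12 plus 10% FBS · Compound – single point, 20 µM final compound, 1% DMSO · Schedule – 16-18 h cell attachment at 37 °C, then 6 h compound exposure · Signal – Steady-Glo luminescence read · Benchmarks – high control tunicamycin 10 µg/mL final, low control DMSO vehicle only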
CCR6 antag: blocks CCL20-driven beta-arrestin recruitment at human CCR6; 0.49% of 340,000 active; CHO-K1 CCR6 PathHunter beta-arrestin, luminescence, CCL20-stimulated; inhibition, % at 20 µM;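 active = compounds whose inhibition of the agonist-driven luminescence signal at 20 µM reaches about 50%, limit read from the data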;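 also: cells stimulated with CCL20 at 14 nM final; plate controls were DMSO with CCL20 for no effect and DMSO without agonist for full effect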
Target sequence (P51684 whole entry, looked up): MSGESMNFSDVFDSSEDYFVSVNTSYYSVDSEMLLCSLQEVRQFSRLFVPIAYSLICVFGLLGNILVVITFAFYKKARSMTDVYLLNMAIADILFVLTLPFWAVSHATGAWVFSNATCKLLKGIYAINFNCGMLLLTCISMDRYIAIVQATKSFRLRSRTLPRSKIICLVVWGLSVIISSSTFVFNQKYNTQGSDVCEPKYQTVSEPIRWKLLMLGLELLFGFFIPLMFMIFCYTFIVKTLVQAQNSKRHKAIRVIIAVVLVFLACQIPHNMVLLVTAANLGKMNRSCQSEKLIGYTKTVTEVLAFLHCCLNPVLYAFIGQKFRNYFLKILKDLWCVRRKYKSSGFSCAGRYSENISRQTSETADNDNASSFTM
APJ agonist: activates the human apelin receptor APJ; P35414; CHO-K1 APJ PathHunter beta-arrestin, luminescence; 0% DMSO wells, 100% apelin; activation, % at 20 µM; 0.11% of 330,000 active; AID 2520;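 active = activation more than six SD over the plate average, tested at 20 µM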;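 also: 0% = DMSO alone and 100% = apelin-13 at 10 nM; some results filed as inactive read as strong as hits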
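Test system: CHO-K1 APJ beta-arrestin complementation cell line | Compound: Single test compound dose, 20 µM final, 1% DMSO | Incubation: Compound 90 min 25 °C, reagent 1 h | Measured by: beta-gal luminescence | Read-out basis: APJ–arrestin association signal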
tim23-1 inh: growth inhibitors of tim23-1 mutant yeast | S. cerevisiae tim23-1 growth, BacTiter-Glo luminescence, 24 h | inhibition, % at 20 µM | 1.3% of 330,000 active | AID 463212;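 active = growth inhibition of the mutant yeast at or above 50%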;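 also: temperature-sensitive mutant grown at 25 °C; plate controls were DMSO-treated mutant yeast for no effect and medium wells lacking yeast for full effect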
APJ antagonist: blocks the human apelin receptor APJ. 0.32% of 330,000 active. P35414. CHO-K1 APJ beta-arrestin complementation, luminescence. inhibition, % at 20 µM. AID 2521;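 active = inhibition above about 40% at 20 µM, limit read from the data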;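 also: cells challenged with 10 nM apelin-13 agonist together with compound; plate controls were apelin-13 plus DMSO wells for no effect and DMSO wells lacking apelin-13 for full effect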
CXCR6 block: CXCR6 (human) receptor inhibition; O00574; CHO-K1 PathHunter CXCR6 beta-arrestin, luminescence; 0.36% of 360,000 active; inhibition, % at 20 µM; in the data active = inhibition above about 34%, passing the limit was not always enough;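 also: antagonist mode with CXCL16 agonist at 10 nM final; 0% = 10 nM CXCL16 with DMSO and 100% = unstimulated wells without agonist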
Target sequence (O00574 whole entry, looked up): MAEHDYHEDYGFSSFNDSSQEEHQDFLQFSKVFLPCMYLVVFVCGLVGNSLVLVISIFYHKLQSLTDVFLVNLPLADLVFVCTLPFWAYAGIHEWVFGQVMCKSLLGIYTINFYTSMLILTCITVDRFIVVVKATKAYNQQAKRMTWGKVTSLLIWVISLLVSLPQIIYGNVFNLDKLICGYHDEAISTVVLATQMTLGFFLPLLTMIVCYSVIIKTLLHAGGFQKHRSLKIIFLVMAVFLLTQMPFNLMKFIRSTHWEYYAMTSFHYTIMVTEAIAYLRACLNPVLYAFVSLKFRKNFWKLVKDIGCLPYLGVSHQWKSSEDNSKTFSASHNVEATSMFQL
CHOP UPR activ: activators of apoptotic arm of unfolded protein response (CHOP); AID 449763; CHO-CHOP luciferase reporter, UPR activation, luminescence; percent of tunicamycin response over DMSO baseline; activation, % at 10 µM; 0.34% of 330,000 active;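 active = at 10 µM dose, activation of 40% or more, normalized to positive control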;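 also: 100% = tunicamycin at 10 µg/mL and 0% = DMSO alone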
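assay system = CHO CHOP reporter cells | amount = 500 CHO-CHOP cells per well | buffer or medium = F12 with 10% FBS | incubation = 16-18 h cell attachment, then 6 h compound exposure, 37 °C | detection = luminescence read with Steady-Glo | read-out = percent activation relative to tunicamycin control | controls = tunicamycin high control, DMSO low control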
EBI2 block: EBI2 (human) antagonism | P32249 | EBI2 beta-arrestin recruitment, luminescence, 7a,25-OHC stimulated | inhibition, % at 5 µM | 0.81% of 360,000 active | AID 651636; in the data active = inhibition above about 38%;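 also: enzyme fragment complementation signal reports receptor beta-arrestin coupling in cells; 0% = agonist plus DMSO wells and 100% = wells without agonist; some results beyond the cut were filed as inactive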
Target sequence (P32249 whole entry, looked up, the tested form may be a part): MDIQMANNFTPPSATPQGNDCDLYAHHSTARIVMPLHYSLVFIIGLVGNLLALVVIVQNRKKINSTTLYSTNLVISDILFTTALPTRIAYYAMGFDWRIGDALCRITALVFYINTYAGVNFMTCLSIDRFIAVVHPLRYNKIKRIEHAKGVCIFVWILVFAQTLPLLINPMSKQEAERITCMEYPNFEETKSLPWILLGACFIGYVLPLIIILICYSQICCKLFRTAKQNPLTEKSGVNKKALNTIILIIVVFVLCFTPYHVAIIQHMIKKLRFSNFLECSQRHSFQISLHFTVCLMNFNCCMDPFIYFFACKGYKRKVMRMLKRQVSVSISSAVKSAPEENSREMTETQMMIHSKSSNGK
Mdm2 MdmX PPI: inhibitors of human Mdm2/MdmX interaction; inhibition, % at 8 µM; 3% of 330,000 active; O15151+Q00987; SaOS-2 split-luciferase Mdm2/MdmX complementation, luminescence;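 active = inhibition of at least 50% at 8 µM in the primary screen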
* hit, by the source's call; nt = no result given.

SMILES | XBP1 UPR activ | CCR6 antag | APJ agonist | tim23-1 inh | APJ antagonist | CXCR6 block | CHOP UPR activ | EBI2 block | Mdm2 MdmX PPI
O=C(CC1NC(=O)NC1=O)Nc1ccc(Cl)cc1 (stereo unspecified) | 2 | -20 | -4 | 3 | -2 | 1 | 1.9 | -9 | -2
Cc1c(OCC(=O)N2C[C@H]3C[C@@H](C2)c2cccc(=O)n2C3)ccc2c3c(c(=O)oc12)CCCC3 | -1 | -4 | 0 | 5 | -6 | -10 | -1.1 | 0 | 8
COc1ccc(C(=O)Nc2ccnn2C2CCN(Cc3ccn[nH]3)CC2)cc1 | -1 | 14 | 2 | 8 | -1 | -3 | -1.8 | 8 | -10
CCC[C@@H](CNC)NC[C@H](Cc1ccccc1)NCCCCc1ccccc1 | 46* | 19 | 7 | -17 | 16 | 1 | 9.7 | -9 | 97*
CCOC(=O)C1=C(C)OC(N)=C(C#N)C1c1ccc(C)o1 (stereo unspecified) | -3 | 9 | -2 | 26 | 9 | 4 | -0.1 | -8 | 10
COc1ccccc1CC(=O)N1CCOCC1 | -2 | 13 | -3 | -6 | 5 | 2 | -0.7 | -1 | 16
Cc1cc(C)cc(NS(=O)(=O)c2coc(C(N)=O)c2)c1 | 1 | 7 | 0 | -8 | -56 | 6 | 0.0 | -13 | 6
CCOC(=O)C1CCN(S(=O)(=O)Cc2ccccc2)C1=O (stereo unspecified) | -2 | 6 | -4 | 10 | 14 | 7 | -6.0 | -3 | 10
CC(C)CC1(C)NC(=O)N(CC(=O)Nc2ccc(F)c(F)c2F)C1=O (stereo unspecified) | -1 | 8 | -2 | 5 | 5 | 11 | 0.4 | -4 | 7
CC(C)Sc1cc(Cl)nc(NC(=O)Nc2ccccc2)n1 | 4 | -24 | 0 | -3 | -9 | -19 | 4.7 | 11 | -18
CC(=O)NNC1=Nc2ccccc2N(C)C(C)C1 (stereo unspecified) | 0 | -5 | -1 | 0 | -8 | -8 | 1.4 | -17 | -11
O=C(NC1CCCCC1)c1cc(-c2cccs2)on1 | 1 | 17 | -2 | 7 | -3 | -2 | 4.8 | 17 | -158
CCOC(=O)c1[nH]c(C)c(/C(O)=C2\C(=O)C(=O)N(CCCN(CC)CC)C2c2cccnc2)c1C (stereo unspecified) | 0 | 9 | -2 | 18 | 4 | -3 | 2.5 | -27 | -7
C=C1CC2C(=O)N(Cc3cc(OC)ccc3OC)C(C(=O)OCC)(C(=O)OCC)C1N2C(=O)OC(C)(C)C (stereo unspecified) | -2 | 10 | 3 | 23 | -5 | -4 | 0.5 | 1 | 16
N#C/C(=C\c1c(N2CCN(Cc3ccccc3)CC2)nc2ccccn2c1=O)S(=O)(=O)c1ccccc1 | 2 | 23 | -2 | 22 | 37 | 14 | 1.8 | 31 | 28
CC(=O)c1ccc(OCCCC(=O)Nc2nnc(C3CC3)s2)cc1 | -1 | 4 | -5 | -11 | 3 | 7 | 1.3 | 3 | 33
COc1ccc(N2CCN(CCCNC(=O)C3(S(=O)(=O)c4ccc(Cl)cc4)CC3)CC2)cc1 | -2 | 6 | -4 | 5 | 8 | -2 | 0.8 | -4 | -14
Cc1ccc(NC(NC(=O)c2cccnc2)C(Cl)(Cl)Cl)cc1 (stereo unspecified) | -1 | -2 | 0 | 16 | -12 | 3 | 1.5 | 2 | -3
COC(=O)C1=C(C)N(Cc2ccccc2)C(=S)N[C@H]1c1cccc(F)c1 | 1 | 27 | -3 | 52* | 23 | 5 | 0.0 | 17 | 23
CC(C)(C)c1cc(C(F)(F)F)n2ncc(-c3ccccc3)c2n1 | -2 | 10 | -2 | 14 | 6 | -8 | 0.0 | 1 | 13
CCCCCCC1(C)NC(=O)N(C(C)C(=O)Nc2ccc(N3CCOCC3)cc2)C1=O (stereo unspecified) | -1 | 14 | 0 | 13 | -45 | 0 | 3.7 | 3 | 9
COc1ccc(N(C)S(=O)(=O)c2cccc(C(=O)Nc3nc(C)cs3)c2)cc1 | 0 | 15 | -3 | 29 | -36 | -5 | -1.6 | 18 | 24
Cc1cc2oc(=O)cc(CN3CCN(S(=O)(=O)c4ccc5c(c4)OCCO5)CC3)c2cc1C | -6 | 8 | 1 | 24 | 7 | 1 | -1.1 | 5 | -4
COc1ccc(NC(=O)C(CC(C)C)NC(=O)C2CCC(C)CC2)c(OC)c1 (stereo unspecified) | -3 | 10 | 0 | 18 | -5 | 7 | 0.2 | -13 | 7

Some entries already given with just CXCR6 block, CHOP UPR activ and APJ agonist:
canonical_smiles	CXCR6 block	CHOP UPR activ	APJ agonist
COc1ccc(N2CCN(CCCNC(=O)C3(S(=O)(=O)c4ccc(Cl)cc4)CC3)CC2)cc1	-2	0.8	-4
Cc1ccc(NC(NC(=O)c2cccnc2)C(Cl)(Cl)Cl)cc1 (stereo unspecified)	3	1.5	0

(listing goes on)
SMILES | XBP1 UPR activ | CCR6 antag | APJ agonist | tim23-1 inh | APJ antagonist | CXCR6 block | CHOP UPR activ | EBI2 block | Mdm2 MdmX PPI
Cc1ccc(Oc2ccc(NC(=O)C3=CC=CN4CCS(=O)(=O)N=C34)cc2)cc1 | 1 | 2 | -1 | 15 | 16 | 2 | -1.3 | 6 | 10
COc1ccccc1OCC(=O)N1CCCC(Nc2ccc(C)c(C)c2)C1 (stereo unspecified) | -4 | 3 | -5 | 22 | -21 | -15 | -0.1 | 15 | -11
Cc1cccn2c(Nc3ccccc3)c(-c3ccccn3)nc12 | 2 | 9 | -6 | -37 | 11 | 3 | 3.5 | -4 | -5
COCCNc1ccc(N2C(=O)CCCC2=O)cc1[N+](=O)[O-] | -1 | 7 | -7 | -7 | 3 | -1 | 0.1 | 1 | 7
O=C(NCc1cccnc1)c1ccc(-c2cc(Cl)ccc2Cl)o1 | 4 | 17 | -3 | 33 | 10 | -4 | -1.1 | 0 | 10
Cc1cc(-c2nnc(SCC(=O)Nc3ccc(F)c(F)c3)n2N)n[nH]1 | -4 | 6 | 1 | -11 | 17 | 2 | 0.6 | 8 | 21
C[C@H]1CN([C@@H](C)CO)C(=O)c2cc(NC(=O)C3CCCCC3)ccc2O[C@H]1CN(C)Cc1ccc(-c2ccccc2)cc1 | 4 | 9 | -4 | 8 | 12 | 3 | 12 | 18 | 81*
O=C(NCCS(=O)(=O)N1CCN(c2ccccc2)CC1)C1CCCC1 | 0 | 4 | -5 | 0 | 10 | 5 | 2.3 | -8 | 14
O=C(CCN1CCOCC1)NNC(=S)NC(=O)c1ccccc1 | 0 | 2 | -2 | -21 | -13 | 0 | 1.3 | -1 | 2
CCC(CC)C(=O)NCCc1ccc(S(N)(=O)=O)cc1 | 3 | 1 | -2 | 5 | 4 | -13 | -0.7 | -4 | -19
CC(=O)c1[nH]c(C)c(C(=O)N2CCCC(Nc3ccc(C(C)C)cc3)C2)c1C (stereo unspecified) | -1 | 7 | -7 | -2 | 4 | -3 | -1.0 | -2 | 24
Cc1cc(C)c(S(=O)(=O)c2ccccc2)c(OC(=O)c2cc(F)c(F)cc2Cl)n1 | -1 | -23 | 9 | 66* | -9 | 0 | 0.1 | -15 | 14
CC(C)c1nnc(NC(=O)c2cnccn2)s1 | 3 | -8 | -2 | 7 | 12 | -5 | 1.4 | -2 | -11
O=C(CCC(=O)c1ccc(Oc2ccccc2)cc1)Nc1cccc(Cl)c1Cl | 2 | 14 | 1 | 4 | -2 | 3 | -2.2 | -10 | 23
COc1ccc(-c2sc3cc(OC)c(OC)cc3c2-c2ccc(O)cc2)cc1 | 6 | 15 | -2 | 33 | -4 | -6 | -0.3 | -24 | 53*
CCOC(=O)c1nc(Nc2cc(C)cc(C)c2)c2ccccc2n1 | 3 | 6 | 0 | 29 | 11 | 12 | 1.5 | -5 | 20
Cc1ccc(S(=O)(=O)C2(C(=O)N3CCCCC3C)CC2)cc1 (stereo unspecified) | -1 | -2 | -5 | 9 | -1 | 1 | 0.6 | -15 | 5
CCCC(=O)N(Cc1cc(=O)[nH]c2ccccc12)c1ccc(OC)cc1 | -2 | -1 | -1 | 14 | 10 | 3 | -0.4 | 3 | 15
CCCn1c(SCC(=O)c2c(C)[nH]c(C)c2C(=O)OCC)nc2ccccc21 | -3 | 24 | -2 | 37 | 2 | 4 | -0.1 | 8 | 10
O=C(CS(=O)(=O)c1ccccc1)Nc1ccc(S(=O)(=O)Nc2ncccn2)cc1 | -2 | -2 | -4 | -5 | 7 | 3 | 0.6 | -6 | 9
CCC(NC(=S)NC1CCCCC1)c1ccccc1 (stereo unspecified) | -5 | nt | 7 | 22 | 13 | -13 | 1.4 | 5 | 13
Cc1ccc(N(Cc2ccccc2)C(=O)c2ccc(S(=O)(=O)N3CCOCC3)cc2)cc1 | 2 | 15 | -4 | 5 | -27 | 12 | 0.4 | 13 | 15
CCN(c1ccccc1)S(=O)(=O)c1ccc(OC)c(NC(=O)Cc2ccc(F)cc2)c1 | -4 | 10 | -2 | -1 | -2 | 2 | -1.9 | -3 | 10
CC(=O)c1cccc(NC(=O)CN2C(=O)c3cccnc3Oc3ccc(Cl)cc32)c1 | 0 | 22 | 2 | -6 | 20 | -8 | 0.1 | -4 | 0
O=C(c1cccc(C(F)(F)F)c1)C1CCCN(Cc2cccn2-c2ncccn2)C1 (stereo unspecified) | -2 | 22 | -5 | 7 | 10 | 2 | -2.6 | -1 | 42
COc1cc(Cl)c(C)cc1N1C(=O)CN(Cc2ccccc2)C1=S | 2 | 16 | -2 | 33 | 14 | 7 | 1.5 | -1 | -17
CCCCN(C(=O)c1cccc(S(=O)(=O)N2CCCCC2)c1)C1CCS(=O)(=O)C1 (stereo unspecified) | -2 | 6 | -1 | 2 | -10 | 8 | -1.1 | -9 | 0
COc1ccc(N(CC(=O)Nc2ccc3c(c2)OCCO3)S(C)(=O)=O)c(OC)c1 | -5 | 7 | 1 | 9 | -8 | 1 | -3.6 | 3 | 10
CCc1nnc(NC(=O)CCNC(=O)c2ccccc2Cl)s1 | 3 | -2 | 1 | 15 | -1 | -10 | 0.8 | -11 | -24
CC(CCc1ccccc1)NC(=O)c1ccccc1 (stereo unspecified) | 2 | 5 | 2 | 1 | 3 | -9 | -2.9 | -10 | 12
O=C(NCc1ccccn1)c1cc(-c2ccc(-c3ccccc3)cc2)nc2ccccc12 | 5 | 4 | 0 | 20 | 8 | 2 | 2.4 | 18 | 84*
c1csc(CNc2ncnc3sccc23)c1 | 0 | -3 | -2 | 18 | 1 | -6 | 3.6 | -9 | -7
S=C(c1cn(CCOc2ccccc2)c2ccccc12)N1CCCC1 | -3 | 2 | -1 | 28 | -16 | 3 | -0.4 | 13 | 16
Cc1cc(C)n(C(C)CC(=O)Nc2ccc3c(c2)OCCO3)n1 (stereo unspecified) | -8 | 9 | -1 | -9 | 9 | 5 | -2.4 | -6 | 26

These rows are one share of the data, so the mix of outcomes need not match the whole.
